Screening data as filed in PubChem BioAssay.
Pf growth 48h = inhibits P. falciparum growth in the first generation, 48 h. P. falciparum luciferase growth in erythrocytes, 48 h. AID 504832. 310,000 tested, 5.9% active. Potency, µM (doses to about 28.7 µM), for the others: top-dose activity change, negative = inhibition, usual class: inhibitors
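Growth was read as firefly luciferase luminescence after a 48 h, 37 C, 5% CO2 exposure of compounds to reporter-bearing P. falciparum cultures (0.1% parasitemia, 2% hematocrit final) in Albumax-supplemented RPMI 1640.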
LmPK inhibitor = LmPK (Leishmania mexicana) enzyme inhibition. Q27686. purified LmPK, Kinase-Glo ATP luminescence, 1 h. 290,000 tested, 0.37% active. Potency, µM (series often up to 57.5 µM), inactives show top-dose activity change, negative = inhibition, most hits filed as inhibitors
Target sequence (Q27686 whole entry, looked up): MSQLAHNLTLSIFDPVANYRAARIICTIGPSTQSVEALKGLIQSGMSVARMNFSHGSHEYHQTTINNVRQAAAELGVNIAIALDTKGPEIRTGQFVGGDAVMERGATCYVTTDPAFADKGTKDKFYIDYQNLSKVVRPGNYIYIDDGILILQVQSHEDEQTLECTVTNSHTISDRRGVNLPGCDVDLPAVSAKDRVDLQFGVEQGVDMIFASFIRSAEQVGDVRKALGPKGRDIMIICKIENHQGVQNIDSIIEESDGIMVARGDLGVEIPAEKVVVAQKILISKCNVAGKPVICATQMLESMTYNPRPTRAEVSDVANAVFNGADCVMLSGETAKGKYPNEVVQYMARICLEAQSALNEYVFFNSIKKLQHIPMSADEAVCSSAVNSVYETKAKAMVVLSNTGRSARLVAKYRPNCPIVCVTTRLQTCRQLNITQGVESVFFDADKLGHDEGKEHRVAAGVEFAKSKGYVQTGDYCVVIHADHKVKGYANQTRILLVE
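Pyruvate kinase activity monitored as ATP production (luciferase luminescence). Conditions: 0.1 nM enzyme, 0.5 mM PEP, 0.1 mM ADP, 1 h, RT; normalized against uninhibited and no-enzyme wells.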
Sm TGR block = blocks Schistosoma mansoni thioredoxin glutathione reductase. 360,000 tested, 3% active. Q962Y6. purified TGR, DTNB reduction, TNB absorbance 405 nm. AID 485364. Potency, µM (series often up to 114 µM), for the others: at the top dose activity change, negative = inhibition, hits mostly inhibitors; also: nearly all actives have a fitted effect of over 60% in size
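Kinetic colorimetric format: TGR-catalysed, NADPH-driven DTNB reduction monitored via TNB absorbance. Enzyme dispensed at 20 nM; compound exposure 15 min at room temperature before reaction start.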
TbPYK inhibitor = blocks Trypanosoma brucei pyruvate kinase. Q57TT1. TbPYK enzyme, Kinase-Glo Plus ATP luminescence, 45 min. Potency, µM (doses to about 76.8 µM), for inactives: at the highest dose activity, negative = inhibition, actives largely listed as inhibitors. 410,000 tested, 0.12% active; also: nearly all actives have a fitted effect of over 50% in size
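Quantitative HTS: titrated library compounds versus trypanosomal pyruvate kinase in TEA buffer (pH 7.2) containing KCl, MgCl2, BSA and Tween-20. Reactions were initiated with ADP, 130 uM final. Kinase-Glo Plus luminescence was read after 45 min at RT.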
Pf growth 96h = inhibits malaria parasite growth, 96 h. 320,000 tested, 6.9% active. AID 504834. P. falciparum luciferase reporter growth, 96 h. Potency, µM (doses to about 28.7 µM), for inactives: at the top dose activity change, negative = inhibition, usual class: inhibitors
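Parasite growth measured via integrated firefly luciferase reporter in P. falciparum. Infected erythrocytes at 2% hematocrit, 0.05% parasitemia final were treated 96 hours at 37 C under 5% CO2, and luminescence was read.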
HCV inh = HCV inhibition. Huh7.5.1 HCVcc-Cre infection, luciferase reporter, 44 h. Potency, µM (doses to about 41.8 µM), for the others: at the highest dose activity change, negative = inhibition, usual class: inhibitors. 340,000 tested, 3.4% active. AID 651820
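Reporter virus HCVcc-Cre (~0.5 moi) infects cells exposed to compound; seeding density 1,000 cells/well with 4 h settling beforehand. Luminescence, 15 sec read, taken 44 h post-infection following a 15 min RT substrate incubation.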
The depositor's hits bear a star; u = inconclusive; x = not tested or not shown; & = joins results of further samples; [ ] = dose if it differs, or a comment. Calls follow the shape of the dose curve; as a rule, active = well fitted curve in the direction sought with a large enough effect; inconclusive = small, poorly fitted or top-dose-only effect, or another doubt; inactive = no such curve, though single readings can be large; an effect the other way counts as inactive or inconclusive. % is scaled to controls: 0 for no effect and ±100 for the full control effect; potency is read from the fitted curve at half-maximal effect.

[1] Cc1nc2ccccc2c2oc(C(=O)N3CCN(C(=O)c4ccco4)CC3)cc12
[2] Cc1nn2c(-c3ccccc3)c(-c3ccccc3)nc2[nH]c1=O
[3] O=C(Cn1nnc(-c2ccccc2-n2cnnn2)n1)c1ccccc1
[4] Cc1ccc(C(=O)COc2cc(C)nc3nncn23)cc1
[5] N#CCNC1CC(=O)N(c2ccc(F)cc2)C1=O (centres undefined)
[6] COc1ccc(CN(C)CC(=O)Nc2cccc(S(=O)(=O)N(C)c3ccccc3)c2)c(OC)c1
[7] O=C(c1ccco1)N1CCN=C1SCc1c(F)cccc1Cl
[8] CCOCCn1c(CN2CCOCC2)nc2c1c(=O)[nH]c(=O)n2C

entry no. | 1 | 2 | 3 | 4 | 5 | 6 | 7 | 8
Pf growth 48h | u | x | 12% | -11% | -4% | u | -1% | -13%
LmPK inhibitor | -1% | 8% | 3% | 8% | 0% | x | 7% | 5%
Sm TGR block | u | 14%[11.4 µM] | 0% | 11% | 7.1µM* | 2% | 0% | 7%
TbPYK inhibitor | 1% | 7% | 0% | -1% | -5% | 4% | -13% | -2%
Pf growth 96h | u | 40%[activator] | 8% | 2% | u | 15µM* | 0% | -3%
HCV inh | -30%&-8% | 9% | -1% | 6% | -6% | u | u | 4%

[9] O=C(COc1ccc(Cl)cc1)NNC(=O)c1ccccn1
[10] CCC1(c2ccc(F)cc2)NC(=O)N(CC(=O)NCc2ccccc2Cl)C1=O (centres undefined)
[11] O=C(c1cccnc1)N1CCC(Oc2ccc(C(=O)N3CCCC(O)C3)cc2)CC1 (centres undefined)
[12] COc1ccc(/C=N/n2c(=O)[nH]c3c([nH]c4ccc(C)cc43)c2=O)cc1CN1CCOCC1
[13] CCOC(=O)C1CCCN(C(=O)COc2ccc(C(=O)c3ccccc3)cc2)C1 (centres undefined)
[14] CCc1nc2c(c(=O)c3ccccc3n2C)c(=O)n1C1CCCCCC1
[15] COc1cc(NC(=O)c2cc(Br)cc(C)c2OC)ccc1NC(=O)C(C)C
[16] O=C1CSC(c2ccc(F)cc2)N1c1ccccc1F (centres undefined)

entry no. | 9 | 10 | 11 | 12 | 13 | 14 | 15 | 16
Pf growth 48h | 5.2µM* | -2% | 0% | -8% | -17% | u | -17% | -3%
LmPK inhibitor | -2% | 0% | 6% | 2% | x | 2% | -1% | 0%
Sm TGR block | 4% | 2% | -15% | -6% | -20% | -4% | x | 8%
TbPYK inhibitor | -4% | 4% | 1% | 1% | 7% | -12% | -8% | 1%
Pf growth 96h | u | 10% | u | 23% | 27% | u | -10% | u
HCV inh | 1% | -13% | 11% | 17%&0% | -14% | u | u | 15%

[17] O=C1NC2(CCCCC2)C(=O)N1/N=C/c1ccc(O)cc1O
[18] CC(C)(C)c1nc(N)nc(=O)[nH]1
[19] Cc1nc2nc(SCc3nc4ccccc4[nH]3)[nH]c2cc1Br
[20] COc1ccc(Cl)cc1NC(=O)CN(C1CCCCC1)S(C)(=O)=O
[21] O=C(CSc1ncccn1)NCc1ccc(F)cc1
[22] O=C(CSc1nnc(-c2ccncc2)n1Cc1ccco1)Nc1ccccc1F
[23] CCCN(CC(=O)Nc1cccc(Br)c1)CC(=O)Nc1ccc(F)c(F)c1F
[24] C[C@H]1CCC[C@@H](O)CCC/C=C/c2cc(O)cc(O)c2C(=O)O1

entry no. | 17 | 18 | 19 | 20 | 21 | 22 | 23 | 24
Pf growth 48h | x | 1% | 75%[activator] | 2% | 59%[activator] | 2% | u | 81%[activator]
LmPK inhibitor | 9% | -10% | 5% | -2% | -2% | -2% | 0% | -3%
Sm TGR block | 0% | 10% | 4% | 14% | 3% | 50µM* | 0% | 2%
TbPYK inhibitor | u | -3% | -2% | -6% | 1% | 0% | 0% | 2%
Pf growth 96h | u | 0% | 46%[activator] | u | -18% | 4% | 3.7µM* | 1%
HCV inh | 3% | 3% | 11% | 4.5µM* | 5% | 4% | u | x

Pulled one by one from above:
[20] COc1ccc(Cl)cc1NC(=O)CN(C1CCCCC1)S(C)(=O)=O
[22] O=C(CSc1nnc(-c2ccncc2)n1Cc1ccco1)Nc1ccccc1F

entry no. | 20 | 22
Pf growth 48h | 2% | 2%
LmPK inhibitor | -2% | -2%
Sm TGR block | 14% | 50µM*
TbPYK inhibitor | -6% | 0%
Pf growth 96h | u | 4%
HCV inh | 4.5µM* | 4%

Carrying on:
[25] Cc1cc(C)cc(C(=O)OCC(=O)NCc2cccs2)c1
[26] CCCCCSc1nnc(-c2cc(Br)ccc2N)c(=O)[nH]1
[27] O=C1CN(C(=O)c2cc(Br)c(Br)s2)c2ccccc2N1
[28] Cc1c(NC(=O)CN2C(=O)C(=O)c3ccccc32)c(=O)n(-c2ccccc2)n1C
[29] O=c1[nH]c2ccccc2n1Cc1ccc(F)cc1
[30] O=C1/C(=C/c2cccs2)Sc2ccccc21
[31] COc1cc(C(=O)N2c3ccccc3CC2C)cc(OC)c1OC (centres undefined)
[32] O=C1[C@@H]2C(c3ccc(F)cc3)=NO[C@@H]2C(=O)N1Cc1ccccc1

entry no. | 25 | 26 | 27 | 28 | 29 | 30 | 31 | 32
Pf growth 48h | 0% | 12% | 6% | 21% | -5% | u | u | 32%[activator]
LmPK inhibitor | -3% | -3% | 8% | 6% | -2% | u | 3% | 4%
Sm TGR block | -8% | 4% | 9% | -9% | 0% | 3% | 4% | -8%
TbPYK inhibitor | -3% | -6% | -3% | -7% | 1% | -17% | -9% | 1%
Pf growth 96h | 5% | u | x | -26% | u | u | 199%[activator] | -3%
HCV inh | 22% | 15% | -14% | 24% | 0% | 8% | 9% | 13%

Structures listed so far containing a carbonyl joined to an NH by a bond outside any ring, in the order listed:
[6] COc1ccc(CN(C)CC(=O)Nc2cccc(S(=O)(=O)N(C)c3ccccc3)c2)c(OC)c1
[9] O=C(COc1ccc(Cl)cc1)NNC(=O)c1ccccn1
[10] CCC1(c2ccc(F)cc2)NC(=O)N(CC(=O)NCc2ccccc2Cl)C1=O (centres undefined)
[15] COc1cc(NC(=O)c2cc(Br)cc(C)c2OC)ccc1NC(=O)C(C)C
[20] COc1ccc(Cl)cc1NC(=O)CN(C1CCCCC1)S(C)(=O)=O
[21] O=C(CSc1ncccn1)NCc1ccc(F)cc1
[22] O=C(CSc1nnc(-c2ccncc2)n1Cc1ccco1)Nc1ccccc1F
[23] CCCN(CC(=O)Nc1cccc(Br)c1)CC(=O)Nc1ccc(F)c(F)c1F
[25] Cc1cc(C)cc(C(=O)OCC(=O)NCc2cccs2)c1
[28] Cc1c(NC(=O)CN2C(=O)C(=O)c3ccccc32)c(=O)n(-c2ccccc2)n1C

entry no. | 6 | 9 | 10 | 15 | 20 | 21 | 22 | 23 | 25 | 28
Pf growth 48h | u | 5.2µM* | -2% | -17% | 2% | 59%[activator] | 2% | u | 0% | 21%
LmPK inhibitor | x | -2% | 0% | -1% | -2% | -2% | -2% | 0% | -3% | 6%
Sm TGR block | 2% | 4% | 2% | x | 14% | 3% | 50µM* | 0% | -8% | -9%
TbPYK inhibitor | 4% | -4% | 4% | -8% | -6% | 1% | 0% | 0% | -3% | -7%
Pf growth 96h | 15µM* | u | 10% | -10% | u | -18% | 4% | 3.7µM* | 5% | -26%
HCV inh | u | 1% | -13% | u | 4.5µM* | 5% | 4% | u | 22% | 24%
